LmPK inhibitor: LmPK (Leishmania mexicana) enzyme inhibition. Potency, µM (highest dose often 57.5 µM), for the others: top-dose activity change, negative = inhibition, usual class: inhibitors. Q27686. purified LmPK, Kinase-Glo ATP luminescence, 1 h. AID 1721. hit rate 0.37% among 290,000; also: potency is read from the fitted curve at half-maximal effect; % is scaled to controls: 0 for no effect and ±100 for the full control effect
Target sequence (Q27686 whole entry, looked up): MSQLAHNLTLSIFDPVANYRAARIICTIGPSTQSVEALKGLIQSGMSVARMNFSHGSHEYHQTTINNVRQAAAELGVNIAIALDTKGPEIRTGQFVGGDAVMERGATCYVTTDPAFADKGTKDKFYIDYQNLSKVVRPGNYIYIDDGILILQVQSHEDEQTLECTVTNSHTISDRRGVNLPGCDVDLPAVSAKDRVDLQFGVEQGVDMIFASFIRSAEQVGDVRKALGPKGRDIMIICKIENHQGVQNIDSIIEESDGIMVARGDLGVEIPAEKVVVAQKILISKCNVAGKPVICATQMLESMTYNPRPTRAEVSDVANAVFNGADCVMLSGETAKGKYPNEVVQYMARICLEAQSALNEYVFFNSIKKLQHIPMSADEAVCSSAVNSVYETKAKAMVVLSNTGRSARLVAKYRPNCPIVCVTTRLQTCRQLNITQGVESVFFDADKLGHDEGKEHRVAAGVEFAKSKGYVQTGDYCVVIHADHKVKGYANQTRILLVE
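ATP generated from ADP (0.1 mM) and PEP (0.5 mM) by 0.1 nM LmPK over 1 h at room temperature (pH 7.2 imidazole buffer) was detected by coupled luciferase luminescence. Values were normalized to uninhibited and no-enzyme wells.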
TbPYK inhibitor: T. brucei pyruvate kinase inhibition; Q57TT1; TbPYK enzyme, Kinase-Glo Plus ATP luminescence, 45 min; Potency, µM (doses to about 76.8 µM), without a hit: at the top dose activity, negative = inhibition, actives largely listed as inhibitors; hit rate 0.12% among 410,000; also: potency is read from the fitted curve at half-maximal effect; % is scaled to controls: 0 for no effect and ±100 for the full control effect; nearly all actives have a fitted effect of over 50% in size
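Luminescent Kinase-Glo Plus end-point after 45 min room-temperature reaction of T. brucei pyruvate kinase started with 130 uM ADP (final). Buffer TEA 50 mM pH 7.2 with KCl, MgCl2, BSA, Tween-20; titration-based qHTS with fitted concentration-effect curves.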
Pf growth 48h: P. falciparum growth inhibition at 48 hours (one generation). P. falciparum luciferase growth in erythrocytes, 48 h. Potency, µM (highest dose often 28.7 µM), inactives show at the top dose activity change, negative = inhibition, actives largely listed as inhibitors. hit rate 5.9% among 310,000; also: potency is read from the fitted curve at half-maximal effect; % is scaled to controls: 0 for no effect and ±100 for the full control effect
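Read-out is firefly luciferase luminescence from an integrated reporter in P. falciparum, so falling signal marks reduced parasite growth. Infected erythrocytes were at 2% hematocrit and 0.1% parasitemia (final) in Albumax-supplemented RPMI 1640.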
Cycloheximide cs: affects cycloheximide protein synthesis inhibition readout, counter-screen. AID 2314. max response, %. hit rate 12% among 300,000. cell reporter, cycloheximide protein synthesis inhibition counterscreen; in the data active = max response mostly above about 13%, no sharp cut-off; inactive = mostly below about 14%; also: read at 38.3 µM for the half of the compounds with a filed dose; 0% is about no effect
Pf growth 96h: P. falciparum growth inhibition at 96 hour, primary screen for plastid delayed-death inhibitors | AID 504834 | hit rate 6.9% among 320,000 | Potency, µM (top dose mostly 28.7 µM), for the others: top-dose activity change, negative = inhibition, usual class: inhibitors | P. falciparum luciferase reporter growth, 96 h; also: potency is read from the fitted curve at half-maximal effect; % is scaled to controls: 0 for no effect and ±100 for the full control effect
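Compounds incubated with erythrocytes infected by luciferase-expressing P. falciparum (2% hematocrit, 0.05% parasitemia final) for 96 hours, 37 C in 5% CO2. Growth inhibition scored as decreased luciferase luminescence.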
Shiga toxin inh: blocks Shiga toxin action in Vero cells; Vero cells, Shiga toxin protein synthesis inhibition reporter; inhibition, % at 38.7 µM; hit rate 9.2% among 290,000; AID 2315; in the data active = inhibition mostly above about 28%, no sharp cut-off; inactive = mostly below about 43%; also: 0% is about no effect
HCV inhibitor: inhibitors of hepatitis C virus infection; hit rate 3.4% among 340,000; Potency, µM (titrated, usually from 41.8 µM), for the others: at the highest dose activity change, negative = inhibition, hits mostly inhibitors; Huh7.5.1 HCVcc-Cre infection, luciferase reporter, 44 h; also: potency is read from the fitted curve at half-maximal effect; % is scaled to controls: 0 for no effect and ±100 for the full control effect
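Infectious HCV cell culture screen: compound-treated cells (1,000/well, pre-plated 4 h) are infected with HCVcc-Cre at roughly 0.5 moi and grown 44 h. Infection is quantified by luciferase signal after 15 min substrate incubation at room temperature.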
* hit, by the source's call; ? = inconclusive; . = not tested or not shown; & = joins results of further samples; [ ] = dose if it differs, or a comment. Unless noted, calls follow the shape of the dose curve; as a rule, active = well fitted curve in the direction sought with a large enough effect; inconclusive = small, poorly fitted or top-dose-only effect, or another doubt; inactive = no such curve, though single readings can be large; an effect the other way counts as inactive or inconclusive.

cpd	SMILES	LmPK inhibitor	TbPYK inhibitor	Pf growth 48h	Cycloheximide cs	Pf growth 96h	Shiga toxin inh	HCV inhibitor
1	CC(C)(C)c1ccc(/C=C/C(=O)NC2CCS(=O)(=O)C2)cc1 (stereo unspecified)	11%	-3%	-5%	5	?	22	-2%
2	CCC1C(=O)N(C)CCc2ccccc21 (stereo unspecified)	-1%	2%	25%	9	20%	-18	19%
3	CCCc1nc2oc(C(=O)OCC)c(N)c2c2c1COC(C)(C)C2	3%	4%	?	-6	?	-3	?
4	C=CCN1C=C2C(=O)C(C)(OC(=O)c3ccc(OC)cc3)C(=O)C(c3ccco3)=C2C=C1CCCC (stereo unspecified)	-1%[11.5 µM]	-1%	34%[activator]	-3	32%[activator]	-8	25%
5	Cc1nnc(NC(=O)CSc2ncc(-c3ccccc3)[nH]2)s1	-1%	-12%	-2%	13	42%[activator]	31*	2%
6	O=C(CSc1nnc(-c2ccc(O)cc2)o1)Nc1ccccc1Br	-1%	-1%	32%[activator]	28*	?	76*	3%
7	Cc1ccc(S(=O)(=O)N2CCC(C(=O)N3Cc4ccccc4C3)CC2)cc1	3%	11%	-4%	4	.	14	11%
8	CN(C)CCCN(C(=O)c1cc(-c2cccs2)nc2ccccc12)c1nc2c(F)cccc2s1	-4%	-7%	?	1	?	-9	12%

(continued)
cpd	SMILES	LmPK inhibitor	TbPYK inhibitor	Pf growth 48h	Cycloheximide cs	Pf growth 96h	Shiga toxin inh	HCV inhibitor
9	CCc1ccc(C(=O)COC(=O)c2n[nH]c3ccccc23)cc1	?	-2%	130%[activator]	48*	120%[activator]	87*	-19%
10	COc1cccc(NC(=O)CN(C)C(=O)c2csc3c2CCCC3)c1	.	4%	?	.	?	.	2%
11	COC(=O)c1cccc(NC(=O)CCCOc2cccc(C)c2)c1	4%	-1%	.	-3	-41%	-11	5%
12	CSc1ccccc1NC(=O)Nc1ccc(F)c(Cl)c1	-9%	-6%	57%[activator]	34*	?	61*	-25%
13	COCC(=O)N1CCC(Oc2ccc(C(=O)N(C)C3CCCCC3)cc2)CC1	-5%	5%	5%	-4	-19%	-3	4%
14	COc1cccc2c1OCC(CN1CCN(Cc3ccccc3)C(CCO)C1)=C2 (stereo unspecified)	-3%	1%	-16%	1	-6%	-11	?
15	CCc1ccc(N2CC(C(=O)Nc3cccc(S(=O)(=O)N4CCCC4)c3)CC2=O)cc1 (stereo unspecified)	.	10%	?	.	?	.	?
16	C=CCn1c(SCC(=O)Nc2cccc(C(=O)OC)c2)nnc1C(C)NC(=O)c1cccs1 (stereo unspecified)	2%	-6%	16%	8	23%	30	-18%&-2%

More structures.
cpd	SMILES	LmPK inhibitor	TbPYK inhibitor	Pf growth 48h	Cycloheximide cs	Pf growth 96h	Shiga toxin inh	HCV inhibitor
17	Cc1ccc(C(=O)Nc2cc([N+](=O)[O-])ccc2C)cc1	-3%	2%	35%[activator]	16	?	24	-6%
18	CC(C(=O)NCc1cccnc1)N1C(=O)c2ccccc2C1=O (stereo unspecified)	1%	0%	-15%	-1	.	18	8%
19	COC(=O)C1=C(C)NC2=C(C(=O)CC(C)(C)C2)C1c1cccc(C)n1 (stereo unspecified)	-3%	0%	-17%	2	?	0	4%
20	CCn1cc(CNC(=O)c2cc(Cl)ccc2OC)c(C)n1	-6%	-3%	-5%	1	?	-6	5%
21	CC(C)CN(C(=O)c1ccc(S(=O)(=O)N2CCCCC2)cc1)C1CCS(=O)(=O)C1 (stereo unspecified)	.	9%	0%	.	5%	.	-5%[8.37 µM]
22	CC1CN(C(=O)CCC(=O)NCc2ccccc2)c2ccccc2S1 (stereo unspecified)	-1%	-5%	4%	-1	-10%	6	13%
23	Cc1noc(C)c1S(=O)(=O)Nc1ccccc1N1CCOCC1	4%	-2%	-16%	-2	?	-7	9%
24	Cc1ccc(NC(=O)CCC(=O)NNC(=O)C(c2ccccc2)c2ccccc2)c(C)c1	1%	-3%	4%	-2	12%	2	9%

Carrying on.
cpd	SMILES	LmPK inhibitor	TbPYK inhibitor	Pf growth 48h	Cycloheximide cs	Pf growth 96h	Shiga toxin inh	HCV inhibitor
25	O=C(CNC(=O)c1ccccc1)OC(C(=O)c1ccccc1)c1ccccc1 (stereo unspecified)	-2%	2%	3%	-9	?	-17	-2%
26	O=C(NCc1ccccc1Cl)C1CCN(c2ncnc3c2nc2n3CCCCC2)CC1	3%	-14%&0%	-17%	17	18%	-10	11%
27	Cc1nc2nc(SCC(=O)O)nn2c(C)c1Cc1ccccc1Cl	1%	-8%	-7%	10	47%[activator]	9	22%
28	COc1ccc(OC(C)C(=O)Nc2cccnc2)cc1 (stereo unspecified)	2%	.	.	-4	?	-10	2%
29	COc1ccc(Cc2nc3ccc(C(=O)NCCc4ccccn4)cc3o2)cc1OC	5%	-3%	-42%	14	-18%	20	?
30	Cc1nc2ccc(NC(=O)c3ccc(Cl)s3)cc2s1	8%	1%	.	15	35%[activator]	77*	?
31	CC1CCN(C(=O)CN2C(=O)C(C)(C)Oc3ccc(C(=O)NC4CCCC4)cc32)CC1	2%	0%	?	1	?	-2	-27%
32	Cc1cccc(C(=O)N(CCc2ccccc2)Cc2ccccc2)c1[N+](=O)[O-]	-4%	-11%	-7%	-3	?	-21	?

Taken from above:
Pf growth 48h with compound 32 reads -7%
LmPK inhibitor with compound 25 reads -2%

Further compounds:
cpd	SMILES	LmPK inhibitor	TbPYK inhibitor	Pf growth 48h	Cycloheximide cs	Pf growth 96h	Shiga toxin inh	HCV inhibitor
33	CN1CCN(S(=O)(=O)c2ccc(N(C)CC(=O)Nc3ccc(F)cc3)nc2)CC1	-3%	.	5%	1	?	14	.
34	O=C(CCn1cccn1)N1CCCC(N2CCN(c3cccc(C(F)(F)F)c3)CC2)C1 (stereo unspecified)	2%	-6%	-15%	1	3%	-3	-23%
35	O=[N+]([O-])c1cc(CSC2=NCCN2)ccc1O	-2%	-7%	3%	-2	24%	-10	14%
36	O=C(NCc1ccco1)C(c1ccccc1)N(Cc1cccnc1)C(=O)Cn1nnc2ccccc21 (stereo unspecified)	-4%	1%	-15%	-5	.	-4	-3%
37	COc1cc(OC)c(OC)cc1C=NCC1(c2ccccc2)CCCC1	-2%	-7%	?	-2	?	-12	-3%
38	COc1ccc(C(=O)NNC(=O)c2ccc(S(=O)(=O)N3CCOCC3)cc2)cc1	-2%	2%	9%	-4	?	-6	3%
39	C(=N\Nc1nncc2ccccc12)/c1ccccn1	?	-15%	0.83µM*	33*	?	57*	3.2µM*
40	CCOc1ccc(/C=C2\SC(N3CCc4ccccc4C3)=NC2=O)cc1	2%	-7%	11%	2	?	-10	14%

Additional entries follow.
cpd	SMILES	LmPK inhibitor	TbPYK inhibitor	Pf growth 48h	Cycloheximide cs	Pf growth 96h	Shiga toxin inh	HCV inhibitor
41	O=C1C(NS(=O)(=O)c2ccccc2)=C(N2CCN(c3ccc(F)cc3)CC2)C(=O)c2ccccc21	-7%	-7%	13µM*	6	?	26	-9%
42	NC(=O)CC[C@@H]1NC(=O)[C@H](CO)NC(=O)c2cc([N+](=O)[O-])cc(I)c2NCC[C@@H](C(N)=O)NC1=O	0%	1%	23%	-2	-11%	-2	7%[8.37 µM]
43	O=C(COc1ccccc1F)NCc1nc2ccccc2[nH]1	-3%	-8%	2%	11	3%	28	1%
44	CCCCn1nc(C(=O)NC2=NCCS2)c2ccccc2c1=O	4%	1%	2%	-4	0%	-28	23%
45	CC(C)c1ccc(C(O)P(=O)(OC2CCCCC2)OC2CCCCC2)cc1 (stereo unspecified)	9%	5%	-1%	-4	?	12	?
46	O=S(=O)(c1ccc(Cl)cc1)n1c(Cc2ccccc2)nc2ccccc21	2%	6%	4%	-3	21%	-9	22%
47	Cc1cccc(NC(=S)NCCC(C)C)c1	1%	-10%	?	20*	12µM*	25	?
48	N#Cc1cn(-c2ccccc2)nc1-c1ccc2c(c1)OCCO2	2%	-3%	142%[activator]	24*	-2%	64*	2%

(further entries)
cpd	SMILES	LmPK inhibitor	TbPYK inhibitor	Pf growth 48h	Cycloheximide cs	Pf growth 96h	Shiga toxin inh	HCV inhibitor
49	COC(=O)/C(=C\C(=O)c1ccccc1)Nc1cccc(C(F)(F)F)c1	-5%	0%	56%[activator]	44*	68%[activator]	98*	-1%
50	CSCC[C@H](NC(=O)[C@H](Cc1ccccc1)n1c(=O)[nH]c2ccccc2c1=O)C(=O)N1CCC[C@@H]1C(=O)O	-10%	-4%	-23%	-1	-16%	-7	3%
51	CNc1c([N+](=O)[O-])cnn1-c1ccc(Cl)cc1Cl	-2%	-3%	0%	-2	10%	-14	-13%
52	Cc1ccc(NC(=O)C(C)N2C(=O)c3ccccc3C2=O)nc1 (stereo unspecified)	-3%	0%	4%	-4	?	38	19%
53	CCCN(C(=O)COC(=O)CNC(=O)c1ccc2ccccc2c1)c1c(N)n(Cc2ccccc2)c(=O)[nH]c1=O	.	1%	28%	.	30%	.	2%
54	CCOC(=O)N1CCN(C(=O)c2cn(CC)c3ccc(S(=O)(=O)N4CC(C)CC(C)C4)cc3c2=O)CC1 (stereo unspecified)	2%	-10%	?	-3	-7%	-9	-6%
55	CC1=C(C(=O)Nc2cc(C(=O)N3CCC(C)CC3)ccc2C)SCCO1	-5%	2%	11%	-9	?	-2	8%
56	CN(CC(=O)N1CCc2ccccc21)S(=O)(=O)c1ccc(Br)s1	13%	-8%	.	9	390%[activator]	29	17%

Continued:
cpd	SMILES	LmPK inhibitor	TbPYK inhibitor	Pf growth 48h	Cycloheximide cs	Pf growth 96h	Shiga toxin inh	HCV inhibitor
57	O=c1[nH]c2ccsc2c(=O)n1-c1ccc(F)c(Cl)c1	0%	-1%	-3%	-2	-20%	-6	-5%
58	CCOC(=O)N1CCN(C(=O)COc2ccccc2Cl)CC1	1%	1%	12%	-4	15%	-4	4%
59	C=CCn1c(SCc2csc(C)n2)nc2sc3c(c2c1=O)CCCC3	3%	-3%	.	1	-88%	-10	?
60	CCOc1cccc(C2C(C#N)=C(N)Oc3cc(C)oc(=O)c32)c1OCC (stereo unspecified)	1%	-6%	?	-2	?	-20	-10%
61	CNC(=S)N/N=C(\C)c1ccc(Cl)s1	2%	2%	?	1	?	8	-8%
62	Cc1ccccc1CC1(CO)CCCN(C(=O)CCN2CCCO2)C1 (stereo unspecified)	-3%	5%	5%	17*	2.6µM*	36*	18%
63	Cc1ccccc1CC(=O)NC1CCCCCC1	2%	-8%	0%	5	?	9	3%
64	Cc1nnc(SCC(=O)N2CCN(c3ccccc3)CC2)n(N)c1=O	-1%[11.5 µM]	3%	0%	0	42%[activator]	-10	-2%
65	CC(=O)Nc1ccc(NC(=O)C(C)OC(=O)CCc2c[nH]c3ccccc23)cc1 (stereo unspecified)	.	2%	-16%	.	-1%	.	12%
66	CCCn1nnnc1SCC(=O)NCc1ccc(OC)cc1	5%	1%	0%	-2	.	-6	14%
67	CN(Cc1ccccc1)S(=O)(=O)c1cccc(C(=O)O)c1	6%	-1%	8%	-2	-26%	-2	8%

High-throughput results deposited in PubChem BioAssay by National Center for Advancing Translational Sciences (NCATS).
